# LEDGF integ inh: blockers of LEDGF/p75-dependent integrase strand transfer – biochemical, TR-FRET, high throughput, primary screen; HIV-1 integrase (with human LEDGF/p75); TR-FRET IN-LEDGF/p75 DNA integration, Eu/Cy5; inhibition, % at 3.7 µM; 0.64% of 370,000 active;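 active means inhibition above the screen-wide mean plus 3 SD, cut at about 13% in these data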;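 further: signal is the Cy5 over europium emission ratio at 671 and 618 nm; 0% = plate median of compound wells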
# Tn6 DDE FP: inhibitors of Tn6 peptide binding to fibrin DD(E), primary screen, biochemical, fluorescence polarization, human fibrin, Tn6 probe; Fibrin DD(E) TRITC-Tn6 fluorescence polarization displacement; inhibition, % at 8.3 µM; 0.21% of 370,000 active; AID 720509, 2013;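 active means inhibition above a per-campaign cutoff: mean of compounds within control limits plus 3 SD, cut at about 15% in these data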;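 further: 0% = median of all compound wells on the plate and 100% = blocking peptide control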
# ARFGAP1 inh: inhibitors of rat ARFGAP1 GAP activity, primary screen, biochemical, fluorescence polarization, GDP tracer | ADP-ribosylation factor GTPase-activating protein 1 (Rattus norvegicus), Q62848 | Arfgap1-stimulated ARF1 GTP hydrolysis, GDP FP detection | inhibition, % at 16.5 µM | 0.26% of 360,000 active | AID 651572, 2012;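 active means inhibition above a per-plate limit, mean inhibition of low control wells plus 3 SD, cut at about 25% in these data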;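 further: 0% = DMSO wells with enzyme and 100% = wells lacking Arfgap1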
# Target sequence (Q62848 1-136 limits assumed): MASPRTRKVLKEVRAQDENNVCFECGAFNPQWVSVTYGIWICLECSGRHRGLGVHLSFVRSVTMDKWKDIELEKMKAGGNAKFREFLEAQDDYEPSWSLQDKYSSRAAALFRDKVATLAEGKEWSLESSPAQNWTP
#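 System: truncated rat Arfgap1 GAP domain / Medium: HEPES-based buffer, pH 7.5 / Also added: N-terminally truncated human ARF1-GTP substrate / Incubation: enzyme reaction 120 min at 25 °C after 20 min preincubation / Measured by: FP of antibody-bound GDP Alexa 633 tracer, ex 620/em 688 nm / Replicates: singlicate, each compound tested once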
# ASAP1 inh: inhibitors of human ASAP1 ArfGAP activity, primary screen, biochemical, fluorescence polarization; Arf-GAP with SH3 domain, ANK repeat and PH domain-containing protein 1 (Homo sapiens), …; ASAP1-stimulated ARF1 GTP hydrolysis, GDP FP detection; inhibition, % at 16.5 µM; 0.19% of 360,000 active; AID 624377, 2012; in the data active means inhibition above about 25%;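 further: 0% = vehicle with enzyme and substrate and 100% = no enzyme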
# Target sequence (Q9ULH1 325-724 limits assumed): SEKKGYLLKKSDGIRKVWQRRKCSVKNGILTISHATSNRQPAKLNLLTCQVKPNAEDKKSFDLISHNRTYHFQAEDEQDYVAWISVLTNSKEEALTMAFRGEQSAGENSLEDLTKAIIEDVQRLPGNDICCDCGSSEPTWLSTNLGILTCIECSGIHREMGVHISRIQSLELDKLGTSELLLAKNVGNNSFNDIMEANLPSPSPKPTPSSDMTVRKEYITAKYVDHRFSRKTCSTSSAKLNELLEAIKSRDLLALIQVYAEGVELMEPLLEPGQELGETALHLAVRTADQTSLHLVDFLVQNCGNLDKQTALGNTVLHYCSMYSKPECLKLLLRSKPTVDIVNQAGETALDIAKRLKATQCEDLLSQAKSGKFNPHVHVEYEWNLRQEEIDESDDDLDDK
# TDP2 absorb: human TDP2 enzyme inhibitors, primary screen, biochemical, epi absorbance, recombinant enzyme; inhibition, % at 12.8 µM; 0.34% of 370,000 active; T5PNP hydrolysis, p-nitrophenol absorbance 415 nm;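 active means inhibition above the mean of all tested compounds plus 3 SD, set per campaign, cut at about 25% in these data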;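 further: 0% = DMSO with enzyme and 100% = buffer with substrate but no TDP2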
#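 System – recombinant human TDP2 · Quantity – TDP2 enzyme at 120 nM final · Doses – single concentration, 12.8 µM nominal, with 1% DMSO · Incubation – 2 h at 37 °C · Measured by – epi absorbance of p-nitrophenol freed from T5PNP by hydrolysis · Read-out – % inhibition relative to enzyme-containing and enzyme-free wells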
# ADAM17 inh: ADAM17 inhibitors, primary screen, biochemical, QFRET; inhibition, % at 6.95 µM; 0.83% of 370,000 active; recombinant ADAM17, EDANS/DABCYL FRET peptide cleavage; Disintegrin and metalloproteinase domain-containing protein 17 (Homo sapiens), P78536;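 active means inhibition above the mean of compounds lying between control limits plus 3 SD, set per campaign, cut at about 8.5% in these data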;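 further: 0% = DMSO-only wells as the low control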
# proKLK7 act: proKLK7 zymogen activators, primary screen, biochemical, fluorescence intensity. Kallikrein-7 (Homo sapiens), P49862. purified proKLK7, EDANS-DABCYL substrate fluorescence; 100% is mature enzyme control, 0% vehicle. activation, % at 7 µM. 0.9% of 370,000 active;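 active means activation above the mean of all tested compounds plus 3 SD, computed per campaign excluding outliers beyond control limits, cut at about 13% in these data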
# ADAM10 inh: human ADAM10 inhibitors, primary screen, biochemical, QFRET, HTS; Disintegrin and metalloproteinase domain-containing protein 10 (Homo sapiens), O14672; recombinant ADAM10, EDANS/DABCYL FRET peptide cleavage, 3 h; inhibition, % at 7 µM; 0.62% of 370,000 active;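 active means inhibition above a per-campaign cutoff equal to the mean of compounds falling between control-based bounds plus 3 SD, cut at about 20% in these data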;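 further: 0% = DMSO wells while the 100% control is not disclosed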
# Target sequence (O14672 214-748 limits assumed): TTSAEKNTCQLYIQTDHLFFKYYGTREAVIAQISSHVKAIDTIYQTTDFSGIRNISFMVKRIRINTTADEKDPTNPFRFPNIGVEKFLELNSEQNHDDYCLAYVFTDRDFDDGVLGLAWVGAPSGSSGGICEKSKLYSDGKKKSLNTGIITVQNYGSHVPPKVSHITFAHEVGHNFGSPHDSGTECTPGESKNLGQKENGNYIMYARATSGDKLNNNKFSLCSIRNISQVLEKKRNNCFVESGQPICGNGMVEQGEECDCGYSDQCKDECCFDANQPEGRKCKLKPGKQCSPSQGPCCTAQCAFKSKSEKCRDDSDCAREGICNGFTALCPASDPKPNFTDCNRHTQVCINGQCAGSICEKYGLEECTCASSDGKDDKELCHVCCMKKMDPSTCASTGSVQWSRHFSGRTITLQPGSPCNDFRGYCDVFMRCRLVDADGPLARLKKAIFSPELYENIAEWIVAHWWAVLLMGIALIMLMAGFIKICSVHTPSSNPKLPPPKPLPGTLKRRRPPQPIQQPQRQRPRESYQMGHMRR
# PLCg1 inh: PLC-gamma1 enzyme inhibitors, primary screen, biochemical, fluorescence, purified enzyme. 1-phosphatidylinositol 4,5-bisphosphate phosphodiesterase gamma-1 (Homo sapiens), P19174. fluorogenic substrate. inhibition, % at 12.2 µM. 0.84% of 370,000 active. AID 720700, 2013; in the data active means inhibition above about 9.5%
# Tn7 DDE FP: inhibitors of Tn7 peptide binding to fibrin DD(E), primary screen, biochemical, fluorescence polarization, human fibrin, Tn7 probe | FP displacement of FITC-Tn7 peptide from fibrin DD(E); 0% = median of compound wells per plate | inhibition, % at 8.3 µM | 0.13% of 370,000 active;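 active means inhibition above the mean of compounds falling within the control limits plus 3 SD of them, cut at about 14% in these data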;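 further: 0% = plate median of compound wells and 100% = 10 µM Aha-Tn7 peptide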
#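 Assay system: human fibrin DD(E). Input: DD(E) 2 µM final. Medium: Tris buffer with calcium and detergent, pH 7.8. Compound dosing: single point at 8.3 µM. Timing: 10 min plus 3 h, room temperature. Technique: fluorescence polarization of the labelled Tn7 tracer. Read-out: percent inhibition. Replicates: singlicate testing.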
# The depositor's hits bear a star; i = inactive.
No.	compound	LEDGF integ inh	Tn6 DDE FP	ARFGAP1 inh	ASAP1 inh	TDP2 absorb	ADAM17 inh	proKLK7 act	ADAM10 inh	PLCg1 inh	Tn7 DDE FP
1	COc1ccc(CCNC(=O)c2ccc(NC(=O)CC3SC(N4CCCC4)=NC3=O)cc2)cc1 (stereo unspecified)	1.2	0.7	7.8	-10.7	3.9	-1.1	0.2	-3.6	0.7	-9.6
2	COc1ccc(CNC(=O)CN2C(=O)C3C4C=CC(C4)C3C2=O)cc1 (stereo unspecified)	3.2	4.3	19.0	-0.6	1.9	0.7	-0.6	3.0	3.3	-4.7
3	CCc1nnc(NS(=O)(=O)c2ccc(NC(=S)Nc3ccc(F)cc3)cc2)s1	-1.1	0.0	-1.8	-7.0	6.0	-2.2	-0.5	1.6	3.3	-2.3
4	Cc1coc2cc3oc(=O)c(CCC(=O)N[C@@H](CCCNC(N)=O)C(=O)O)c(C)c3cc12	0.5	9.3	-11.1	11.0	-5.2	-87.6	7.9	-242.9	-213.9	-7.9
5	CN(C)CCCNC(=O)CC1C[C@H](C(=O)N2CCCCC2)[C@@]2(CCc3ccccc3)c3[nH]c4ccccc4c3CCN2C1=O (stereo partly specified)	-3.4	4.9	5.1	5.4	-8.5	-2.6	0.1	1.3	-0.5	5.0
6	Cc1c(NC(=S)NC(=O)CC(C)C)c(=O)n(-c2ccccc2)n1C	-7.8	-3.9	5.3	8.3	-16.9	-2.6	0.5	-4.1	8.2	-7.5
7	CCCCCCC12C(=Cc3cc4c(cc31)OCCO4)c1cc(OC)c(OC)cc1C(CC(=O)O)N2C(=O)OC (stereo unspecified)	1.9	-2.3	3.1	1.9	-1.1	-381.1	1.1	i	-333.3	-3.5
8	CCCNC(=O)CSc1nnc(NC(=O)C2CC(=O)N(c3ccccc3OC)C2)s1 (stereo unspecified)	3.6	1.5	-3.0	-3.1	-12.6	1.3	0.3	-6.3	2.9	-5.0
9	COCc1nc2ccccc2n1Cc1ccccc1Br	1.9	-1.4	-5.4	-14.6	-12.9	-0.2	-0.2	5.8	0.6	1.2
10	COc1cccc(OC)c1C(=O)NC(=S)N1CCCCC1c1cccnc1 (stereo unspecified)	-1.5	4.0	0.8	11.7	2.0	0.2	-1.1	-14.9	0.9	0.4
11	Cc1ccccc1CN1C(=O)[C@H]2Cc3c([nH]c4ccccc34)C(C)(C)N2C1=O	0.8	0.2	8.1	5.6	2.5	0.2	0.6	6.1	-3.7	0.3
12	CCOC(=O)c1c(C)[nH]c(C)c1C=O	-7.6	-1.7	-7.0	-0.6	-9.1	-3.3	-0.1	-0.9	-2.6	0.0
13	O=C(CCc1ccccc1)NNC(=O)CCc1ccccc1	0.4	6.0	7.2	12.4	2.7	1.0	0.2	1.8	-1.8	-4.2
14	Cc1cc(N/C=C\c2nnnn2-c2ccc(F)cc2)no1	-1.5	-10.9	10.8	-5.4	-1.0	-0.2	-0.1	-2.7	1.8	-3.8
15	Cc1ccc(S(=O)(=O)Cn2nnnc2C(c2ccc(F)cc2)N2CCCCC2)cc1 (stereo unspecified)	-1.4	0.0	-10.0	-0.3	9.3	-2.3	-0.4	1.2	5.3	-4.8
16	COC(=O)c1ccc(NCCc2csc(-c3ccc(C)cc3)n2)c([N+](=O)[O-])c1	-2.5	-5.8	1.6	7.2	18.5	-0.2	0.4	1.8	-0.2	3.0
17	O=C(CCS(=O)(=O)c1cccc2nonc12)NCc1ccc(Cl)cc1	-3.0	-2.5	-5.4	-4.1	8.1	-3.1	0.5	3.0	-0.5	1.0
18	COc1ccc(NC(C)=O)cc1C#N	1.1	8.9	-4.0	-11.0	5.4	-1.9	-0.2	-2.8	-0.7	6.7
19	CCN(C(=O)COC(=O)C1CC1)c1c(N)n(Cc2ccccc2)c(=O)[nH]c1=O	-6.8	-3.2	15.2	4.6	-10.7	-4.0	-0.8	-8.5	-0.5	0.2
20	COc1cccc(OC)c1OCCCCN1CCCC1	3.2	6.6	6.2	8.8	-1.0	-3.4	0.2	-8.5	-0.2	1.0
21	CC(=O)Nc1ccc(Nc2nc3ccccc3nc2NS(=O)(=O)c2ccc(Cl)c([N+](=O)[O-])c2)cc1	3.0	3.3	19.8	5.0	7.3	2.5	0.0	12.4	-0.6	-6.1
22	COc1cccc(CNc2ccc(C(=O)O)cc2)c1OCc1ccccc1	0.1	-0.1	-7.8	1.1	7.4	-0.2	0.1	-5.8	-0.6	-3.3
23	NC(=O)CSc1nnc(-c2ccco2)n1-c1ccc(F)cc1	-3.5	-5.1	-7.9	-0.2	1.1	-4.0	0.0	-6.7	3.3	-3.1
24	Cc1[nH]c2ccc(-c3n[nH]c(=S)n3C)cc2c1C	-1.7	-1.6	-15.2	6.4	-6.3	-2.6	0.2	-6.7	-3.6	-2.2

25: O=C(COC(=O)CCSc1ccccc1)Nc1ccccc1Br
26: COc1cc(C(=O)NCCC(=O)NCc2cccs2)cc(OC)c1OC
27: Cc1ccc(NC(=O)C2C3C=CC(O3)C2C(=O)O)cc1C (stereo unspecified)
28: O=S(=O)(NCC(c1cccnc1)N1CCN(c2ccc(F)cc2)CC1)c1ccccc1 (stereo unspecified)
29: O=C(N/N=C/c1ccc(N2CCOCC2)o1)c1ccccc1[N+](=O)[O-]
30: CCN(CC)S(=O)(=O)c1cc(NC(=O)CCNC(=O)c2ccccc2Cl)ccc1C
31: CC(O)Cc1nsc(NC(=O)c2ccc(Br)o2)n1 (stereo unspecified)
32: CCN(CC)C(=O)C1=C(C)N(Cc2ccc(C(C)(C)C)cc2)C(=O)C(CC(=O)NCCc2ccccn2)C1 (stereo unspecified)
33: O=C(CSc1ncnc2nc[nH]c12)c1ccc([N+](=O)[O-])cc1
34: O=C(Cc1cccs1)NNC(=O)C12CC3CC(CC(C3)C1)C2

entry no.	25	26	27	28	29	30	31	32	33	34
LEDGF integ inh	10.2	1.6	-3.2	-0.1	3.7	0.9	-0.1	0.8	5.5	-4.1
Tn6 DDE FP	-1.0	-8.1	-3.6	1.8	4.9	-1.1	-1.4	0.0	-6.0	2.9
ARFGAP1 inh	-11.1	7.4	-2.2	-6.1	3.8	-5.0	5.0	15.5	-4.4	-4.7
ASAP1 inh	-7.1	-14.8	4.4	-5.4	-13.1	4.8	-1.1	12.9	6.1	-11.5
TDP2 absorb	-10.7	-0.7	9.6	-9.3	-2.8	2.1	10.9	-0.9	-10.3	7.6
ADAM17 inh	7.6	-1.8	-2.4	-2.3	-1.1	1.0	-1.2	2.6	-2.5	-0.7
proKLK7 act	0.5	0.0	0.6	-0.6	0.5	-0.1	0.0	0.0	-0.2	0.5
ADAM10 inh	19.6	0.8	6.8	-2.0	-6.3	-5.1	9.8	-13.2	0.9	2.5
PLCg1 inh	1.7	5.0	-1.4	-2.7	1.6	-2.9	-2.8	3.6	0.7	-2.4
Tn7 DDE FP	-2.1	-0.5	7.8	4.7	-1.1	0.0	10.2	-5.0	-7.0	9.9

# Individual results from the results shown.
# entry 31 in Tn6 DDE FP = -1.4
# entry 8 in ARFGAP1 inh = -3.0
# entry 11 in PLCg1 inh = -3.7
# entry 7 in ASAP1 inh = 1.9

# A second format for part of the listing above.
# Value order: LEDGF integ inh	Tn6 DDE FP	ARFGAP1 inh	ASAP1 inh	TDP2 absorb	ADAM17 inh	proKLK7 act	ADAM10 inh	PLCg1 inh	Tn7 DDE FP
24: Cc1[nH]c2ccc(-c3n[nH]c(=S)n3C)cc2c1C
  -1.7	-1.6	-15.2	6.4	-6.3	-2.6	0.2	-6.7	-3.6	-2.2
25: O=C(COC(=O)CCSc1ccccc1)Nc1ccccc1Br
  10.2	-1.0	-11.1	-7.1	-10.7	7.6	0.5	19.6	1.7	-2.1
26: COc1cc(C(=O)NCCC(=O)NCc2cccs2)cc(OC)c1OC
  1.6	-8.1	7.4	-14.8	-0.7	-1.8	0.0	0.8	5.0	-0.5
27: Cc1ccc(NC(=O)C2C3C=CC(O3)C2C(=O)O)cc1C (stereo unspecified)
  -3.2	-3.6	-2.2	4.4	9.6	-2.4	0.6	6.8	-1.4	7.8

# (listing goes on)
35: CNC(=O)c1[nH]cnc1C(=O)NCC(=O)OCc1ccccc1
36: CCN(c1ccc(OC)cc1)S(=O)(=O)c1nnc(NC(=O)C(C)C)s1
37: COCCN(CC(=O)Nc1cccc(C)c1C)C(=O)c1oc2ccccc2c1C
38: CC(C)Cc1ccc(CN2CCCC(NC(=O)CCN3CCCO3)C2)cc1 (stereo unspecified)
39: C/C=C/c1ccc(OC)c(OC(C)=O)c1
40: CC(=O)NC(c1ccco1)c1cc(Cl)c2ccc(Cl)nc2c1O (stereo unspecified)
41: COc1ccc(CCCc2nnc(SCC(=O)NN)o2)cc1
42: O=C(NCCN1CCCCCC1)c1ccc(N2CCCC2=O)cc1

entry no.	35	36	37	38	39	40	41	42
LEDGF integ inh	1.8	-4.8	-2.2	0.8	1.8	43.6*	-5.8	-3.5
Tn6 DDE FP	9.4	4.3	1.4	-1.8	-0.8	0.1	-3.5	2.7
ARFGAP1 inh	10.7	13.4	7.1	0.8	-1.8	8.8	-4.3	3.4
ASAP1 inh	3.8	-7.1	1.2	-2.4	3.6	0.2	7.5	4.0
TDP2 absorb	-6.2	-2.4	-3.5	1.6	-4.6	4.5	-4.6	4.2
ADAM17 inh	-2.3	-7.4	1.6	-4.1	-3.2	-5.9	-0.4	-1.5
proKLK7 act	-0.1	0.3	0.4	0.3	0.3	-4.2	0.9	0.3
ADAM10 inh	1.5	1.8	-10.7	-3.3	1.0	-28.1	-8.9	0.7
PLCg1 inh	2.8	-8.6	7.2	-2.4	-2.6	-93.9	0.8	-1.1
Tn7 DDE FP	0.2	4.5	0.0	-3.5	2.4	-1.1	-8.6	-0.9

# Assay outcomes (PubChem)
